High-throughput results from PubChem BioAssay.
RAD52 anneal inh – RAD52 DNA annealing inhibitors, primary screen, biochemical, FRET, single point, set 2. recombinant RAD52 DNA annealing, FRET fluorescence. 360,000 tested, 0.46% active. inhibition, % at 18.7 µM. DNA repair protein RAD52 homolog (Homo sapiens), P43351. AID 651710, 2012;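 active = every replicate showing at least 50% inhibition; inconclusive = mean inhibition at least 50% but not in every replicate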
esBAF inh – Bmi1 luciferase reporter increase in mESCs, primary screen, esBAF inhibitor project, mouse ES cells, Bmi1 luciferase knock-in, single point; AID 602393, 2012; 24 h; 100% = twice the neutral-well signal; reporter increase, % at 12.5 µM; 350,000 tested, 2% active; in the data active = activation above about 40%; inconclusive = no clear call, values can overlap the other calls;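 also: 0% = median of the plate's neutral control wells and 100% = double that signal; a rise in the Bmi1 reporter signal indicates esBAF inhibition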
ERAP1 HTS inh – human ERAP1 aminopeptidase inhibitors, primary screen, biochemical, single point, plate reader | recombinant ERAP1, Leu-AMC fluorescence, 60 min | inhibition, % at 10.7 µM | 340,000 tested, 0.15% active;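 active = mean replicate inhibition of at least 30%, or all replicates individually reaching that 30% level; inactive = mean below 30% and not every replicate reaching it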;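 also: 0% = neutral control wells and 100% = L-leucinethiol positive control wells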
ARNT TACC3 PPI – disruptors of ARNT/TACC3 protein interaction, primary screen, biochemical, AlphaScreen, single concentration; AlphaScreen His-ARNT PAS-B/GST-TACC3 binding, luminescence; TACC3 fragment carries E629A point mutation; inhibition, % at 9.99 µM; 390,000 tested, 0.66% active; AID 623870, 2012;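 active = mean inhibition of replicates at least 50% and at least half of replicates each reaching 50%; inconclusive = half or more replicates reach 50% but mean below 50%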;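 also: 0% = complete ARNT plus TACC3 wells and 100% = ARNT alone without TACC3; many hits fall short of the cut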
F508del corr – F508del CFTR correction, initial screen, CFBE line, single point; CFBE cells, YFP halide quenching; stimulated with forskolin plus potentiator P3; % fluorescence drop versus neutral controls; activity (quench increase), % at 7.58 µM; 350,000 tested, 0.36% active;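 active = mean added fluorescence quench of at least 8% versus neutral control, with both replicates also reaching 8%; inconclusive = only one of the mean or replicate conditions met; inactive = mean below 8% and not both replicates reaching 8%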;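 also: cells transiently co-express mutant CFTR-F508del with the halide-sensitive YFP; corrector assay measuring rescue of mutant channel to the surface after 24 h compound exposure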
Xi reactivation – activators of inactive X chromosome reactivation, primary screen, imaging, XiGFP fibroblasts, GFP high-content imaging, set 2; 360,000 tested, 0.055% active; activation, % at 7.58 µM; XiGFP mouse fibroblasts, % GFP-positive cells imaging, 3 d; cells co-treated with 5-aza-dC sensitizer; scaled so ellipticine positive control = 100%;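 active = mean normalized replicate activation at least 10% and every replicate at or above 10%; inconclusive = only one of the two criteria met; inactive = mean below 10% and not all replicates reach 10%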;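 also: 0% = median of on-plate neutral control wells and 100% = ellipticine 6 µM median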
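Material: SV40-immortalized XiGFP fibroblast cells, line 68-5-11 | Buffer or medium: DMEM containing 5-aza-dC | Dosing: One concentration, pinned | Times: 3 d treatment, 15 min room-temperature fixation | Controls: Ellipticine 6 µM positive control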
INS-1E GSIS act – GLuc luminescence reporter in INS-1E cells, primary screen for activators of glucose-dependent secretion of insulin; INS-1E GLuc reporter insulin secretion, 2-3 h; activation, % at 16.6 µM; 370,000 tested, 0.61% active;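 active = lowest replicate activation of at least 40%, so every replicate reaches that level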;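 also: 0% = median of neutral control wells and 100% = median of IBMX positive control wells; some compounds called inactive have numbers as strong as hits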
RAD54 inh – inhibitors of human RAD54 branch migration, primary screen, biochemical, fluorescence, single point; RAD54 Holliday junction branch migration, FAM/BHQ fluorescence; 360,000 tested, 0.14% active; DNA repair and recombination protein RAD54-like (Homo sapiens), Q92698; inhibition, % at 10.4 µM;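 active = mean normalized replicate activity at least 40 and at least half of replicates scoring 40 or more; inconclusive = only one of the two criteria met; inactive = mean below 40 and under half of replicates reaching 40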;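 also: 0% = median of neutral control wells and 100% = median of positive control wells; inhibitors cause a drop in the FAM fluorescence signal; in these data hits start at about 50%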
Target sequence (Q92698 whole entry, looked up): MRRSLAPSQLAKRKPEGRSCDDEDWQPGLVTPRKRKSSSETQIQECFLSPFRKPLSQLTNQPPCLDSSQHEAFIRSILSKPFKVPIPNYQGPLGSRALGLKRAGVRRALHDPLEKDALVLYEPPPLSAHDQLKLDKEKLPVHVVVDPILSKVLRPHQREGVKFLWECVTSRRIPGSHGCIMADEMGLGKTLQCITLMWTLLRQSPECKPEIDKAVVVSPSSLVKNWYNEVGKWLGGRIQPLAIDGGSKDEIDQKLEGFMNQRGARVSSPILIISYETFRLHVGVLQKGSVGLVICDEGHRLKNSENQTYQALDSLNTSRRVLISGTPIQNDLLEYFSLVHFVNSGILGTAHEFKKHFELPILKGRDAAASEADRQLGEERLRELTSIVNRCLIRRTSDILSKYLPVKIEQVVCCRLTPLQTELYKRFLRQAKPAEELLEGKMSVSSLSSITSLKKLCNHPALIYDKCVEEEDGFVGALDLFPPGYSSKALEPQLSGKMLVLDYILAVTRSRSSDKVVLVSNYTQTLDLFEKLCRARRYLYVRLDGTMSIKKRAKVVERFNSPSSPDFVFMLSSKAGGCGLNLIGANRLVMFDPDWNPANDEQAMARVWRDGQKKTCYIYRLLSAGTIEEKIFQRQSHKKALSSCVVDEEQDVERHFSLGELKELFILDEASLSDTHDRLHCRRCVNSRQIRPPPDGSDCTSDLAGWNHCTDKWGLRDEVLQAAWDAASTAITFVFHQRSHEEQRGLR
An asterisk follows results filed as active; u = inconclusive; x = no result given; & = joins results of further samples. Rows are unselected. Share with any hit: about 3.3%.

SMILES	RAD52 anneal inh	esBAF inh	ERAP1 HTS inh	ARNT TACC3 PPI	F508del corr	Xi reactivation	INS-1E GSIS act	RAD54 inh
Cc1cc(NS(=O)(=O)c2ccc(NC(=O)/C=C/c3ccccc3)cc2)nc(C)n1	-12	3	3	5	-1.2	0.2	32	-1
CN(Cc1nc(-c2cnccn2)no1)CC(O)c1ccccc1 (configuration not stated)	0	-5	2	-4	0.1	0.0	29	-5
Cc1ccc(C2Nc3ccccc3C(=O)N2CCCN2CCOCC2)cc1 (configuration not stated)	-7	0	3	-4	x	0.1	-6	x
O=C(NN1C(=O)c2ccccc2NC1c1cccnc1)c1ccc([N+](=O)[O-])cc1 (configuration not stated)	-11	-8	0	-1	3.9	0.5	4	-1
O=C(NCCOc1ccc(Cl)cc1)C1CC(=O)N(c2ccc3c(c2)OCCO3)C1 (configuration not stated)	-20	-6	-1	5	-1.6	-0.1	-1	3
C[C@H](CO)N1C[C@H](C)[C@H](CN(C)Cc2ccc3c(c2)OCO3)Oc2c(NC(=O)Nc3cccc4ccccc34)cccc2C1=O	0	-1	3	x	-1.4	-1.2	-14	1
COc1cccc(NC(=O)C2CCN(S(=O)(=O)c3ccc4c(c3)N(C(C)=O)CCO4)CC2)c1	-5	8	-2	6	1.0	0.1	-6	-3
CCS(=O)(=O)N1CCCCN2[C@@H](CO)[C@@H](c3ccc(-c4ccc(C#N)cc4)cc3)[C@@H]2C1	-36	-7	0	-1	-0.8	0.0	-12	2
CO[C@@H]1CN(C)C(=O)c2cc(NC(=O)Nc3cc(F)ccc3F)ccc2OC[C@@H](C)N(C(=O)c2ccccn2)C[C@H]1C	-21	-3	x	x	-3.5	0.2	-33	3
C[C@H]1CN([C@@H](C)CO)C(=O)CCCn2cc(nn2)CO[C@@H]1CN(C)C(=O)NC1CCCCC1	5&-17	-4&2	0	1	1.0&-5.1	0.3&0.0	5&9	-2&-6
Cc1ccc2nc(-c3ccc(C#N)cc3)c(Cc3ccccn3)n2c1	-20	28	2	x	0.7	0.0	4	-7
CCOc1ccc(NC(=O)c2cc(F)c(F)cc2Cl)cc1OCC	-17	-4	-1	1	3.1	0.3	1	-5
O=C(C[C@@H]1CC[C@@H]2[C@H](COC[C@@H](O)CN2C(=O)c2cnccn2)O1)NCc1ccc(F)cc1	-8	5	-2	-7	0.4	0.0	4	2
C[C@H]1CN([C@@H](C)CO)C(=O)Cc2cc(NS(=O)(=O)c3ccc(Cl)cc3)ccc2O[C@@H]1CN(C)C(=O)Nc1cccc2ccccc12	-1&-18	-3&-1	-1&10	0&-7	-2.5&0.9	-1.0&0.0	-11&3	-2&6
COc1cc(NC(=O)c2cc([N+](=O)[O-])ccc2NC(=O)CNC2CCCCC2)cc(OC)c1	19	-6	-3	x	0.0	0.0	26	16
C[C@@H]1CN([C@@H](C)CO)C(=O)Cc2cc(NS(=O)(=O)c3cccs3)ccc2O[C@@H]1CN(C)S(C)(=O)=O	0	-6	-1	-18	2.0	0.0	-3	9
CCOP(=O)(OCC)C(NC(=O)Nc1ccc(Cl)c(Cl)c1)C(N)=O (configuration not stated)	-4	x	-2	-5	x	0.3	-12	x
CC(=O)NC1=NN(C(C)=O)C(c2ccc(C(C)C)cc2)S1 (configuration not stated)	x	u	x	x	x	0.0	-5	3
O=C(CCc1ccccn1)N1CCCC(N2CCN(c3ccc(F)cc3)CC2)C1 (configuration not stated)	-12	x	-4	-2	-0.8	0.4	0	-12
CN1C(CC(=O)Nc2ccc(Cl)cc2Cl)c2ccccc2CC1(C)C (configuration not stated)	-65	x	2	x	3.2	0.0	-46	-20
Cn1c(NCCN2CCCC2)nc2cc(-c3ccccc3)sc2c1=O	52*	19	-7	x	-3.3	0.0	x	u
COc1ccc(C(=O)NC23CC4CC(CC(C4)C2)C3)cc1	-12	10	1	-8	0.1	-0.1	2	14
COc1ccccc1C1CC(c2ccc(Cl)cc2Cl)Nc2nc(N)nn21 (configuration not stated)	-4	-5	-2	1	0.3	0.3	4	-4
NC(=S)N=Nc1c(O)n(CCCl)c2ccc(Cl)cc12	-3	-6	3	0	1.0	0.0	17	8
O=S(=O)(c1ccccc1)N1CCNCC1	-1	x	-6	-9	-2.6	0.1	x	x
Cc1ccc(C2(c3ccccc3)NC(=O)N(CC(=O)N3CC(=O)Nc4ccccc43)C2=O)cc1C (configuration not stated)	-17	6	0	5	-0.8	0.2	-11	7
O=C(O)c1cccc(N2C(=O)CSC2c2ccccc2)c1 (configuration not stated)	-9	2	1	-21	1.2	0.0	-1	-10
Cc1nn(Cc2ccc(Cl)cc2Cl)c(C)c1NC(=O)c1nn(C)cc1Cl	x	9	x	-14	x	x	-17	9
O=S(=O)(Nc1nc2ccccc2nc1Nc1ccc2c(c1)OCCO2)c1cccs1	-20&-16	8	1&1	5	0.8	x	-6&-34	-8
c1ccc(N=NN2CCOCC2)cc1	2	12	0	x	0.0	0.1	-1	2
Cc1cc(C)c(CN2CCN(C(=O)Cn3ccc(NC(=O)OCc4ccccc4)nc3=O)CC2)c(C)c1	2	-15	x	-1	3.2	0.7	2	-8
COc1ccc(NC(=O)C2CCN(S(=O)(=O)c3ccc4c(c3)NC(=O)CO4)CC2)cc1	1	-5	0	-1	1.7	-0.1	3	0
COC(=O)CCNC(=O)Cn1cnc2sc3c(c2c1=O)CCCC3	-13	6	0	0	-0.9	0.0	2	x
CNC[C@H]1Oc2ccc(NC(=O)CCN3CCOCC3)cc2C(=O)N([C@H](C)CO)C[C@@H]1C	14	-2	1	-6	-3.1	0.2	-2	-18
O=C(C[C@H]1CC[C@@H](NC(=O)C2CCC2)[C@@H](CO)O1)NC1CCC1	-8	-1	-2	-1	-4.3	-0.5	1	-4
Cc1noc(C)c1NC(=O)Nc1ccc2c(c1)CC(=O)N([C@@H](C)CO)C[C@H](C)[C@@H](CN(C)C(=O)NC1CCCCC1)O2	-8	-5	0	-1	0.6	-0.5	-5	-1
Cc1cc(C)c2c(CN3CC(C)OC(C)C3)cc(=O)oc2c1C (configuration not stated)	-8	-10	2	0	0.4	0.1	7	10
C=C(C)COc1ccc(-c2ncnc(C(F)(F)F)c2-c2ccc(OC)cc2)c(O)c1	-15	14	0	7	-0.7	0.0	-11	2
O=C(NCCc1ccccc1)C1CCN(C2CCN(Cc3ccco3)CC2)CC1	-25	4	-4	-1	2.6	0.0	x	4
CCCCn1c(N)c(N(CC(C)C)C(=O)CCCSc2nncs2)c(=O)[nH]c1=O	-19	-3	-2	-6	2.1	0.0	-2	1
CCOC(=O)C1=C(C)N(C[C@@H]2CC[C@@H](Cc3ccc4cc(OC)ccc4c3)O2)C(=O)NC1c1ccccc1 (some centres not stated)	4	4	8	7	-3.6	0.1	-2	-1
CCCC(=O)Nc1ccc2c(c1)Cc1ccccc1-2	-11	58*	5	-6	-1.2	0.1	1	-8
Cc1cc(Cl)c2oc(C(=O)NCCN3CCCCC3CO)c(C)c2c1 (configuration not stated)	-9	14	0	-4	-0.7	0.0	1	14
O=C(Nc1ccccc1Cl)/C(Cl)=C(\Cl)S(=O)c1ccccc1 (configuration not stated)	-15	x	0	4	-3.6	-0.1	49	x
COc1cccc(NC(=O)N(C)C[C@@H]2Oc3cc(-c4ccccc4OC)ccc3S(=O)(=O)N([C@@H](C)CO)C[C@@H]2C)c1	-24	7	-3	2	-0.1	0.0	-22	-5
Cc1ccc(S(=O)(=O)N2CCN(C(=O)COC(=O)Cc3cccc(C(F)(F)F)c3)CC2)c(C)c1	-7	-4	1	-5	2.7	0.1	-33	x
O=C(c1ccccc1F)N1CCN(c2cnn(-c3cccc(Cl)c3)c(=O)c2Cl)CC1	2	9	-1	-5	0.9	0.2	-24	-2
COc1ccccc1C(=O)NC(=O)CSc1nncn1C	-7	-4	-1	0	0.8	0.2	2	3
Cc1c(C(=O)NCc2cccc(C(F)(F)F)c2)sc(=O)n1Cc1cccc(F)c1	-7	-4	6	x	3.5	-0.1	-33	0
CC1CCN(S(=O)(=O)c2ccc(Cl)s2)CC1	x	12	x	31	-2.5	x	x	8
CCCNC(=O)Nc1ccc2c(c1)OC[C@@H](C)N(S(C)(=O)=O)C[C@H](C)[C@@H](OC)CN(C)C2=O	-4	x	0	x	-2.3	0.1	10	x
CCc1ccc(NC(=O)COC(=O)/C=C/c2ccco2)cc1	-3	4	3	-2	0.3	0.0	-4	-4
CC=Cc1ccc2n(c1=O)C[C@H]1[C@H](CO)[C@@H](C(=O)NCC3CC3)[C@@H]2N1CC1CCOCC1 (mixture of isomers)	45	5	-2	-14	-0.2	0.1	7	9
O=C(C[C@H]1C[C@@H]2c3cc(NC(=O)NC4CCCCC4)ccc3O[C@@H]2[C@@H](CO)O1)NCC(F)(F)F	1	5	1	-4	-1.2	0.0	-2	1
CCOC(=O)c1sc2nc(CC(=O)OC)nc(NCc3ccc(F)cc3)c2c1C	x	4	x	-1	x	x	-29	-3

Ten compounds from above, sorted by molecular weight, highest first.
SMILES	RAD52 anneal inh	esBAF inh	ERAP1 HTS inh	ARNT TACC3 PPI	F508del corr	Xi reactivation	INS-1E GSIS act	RAD54 inh
COc1cccc(NC(=O)C2CCN(S(=O)(=O)c3ccc4c(c3)N(C(C)=O)CCO4)CC2)c1	-5	8	-2	6	1.0	0.1	-6	-3
C[C@H]1CN([C@@H](C)CO)C(=O)CCCn2cc(nn2)CO[C@@H]1CN(C)C(=O)NC1CCCCC1	5&-17	-4&2	0	1	1.0&-5.1	0.3&0.0	5&9	-2&-6
CNC[C@H]1Oc2ccc(NC(=O)CCN3CCOCC3)cc2C(=O)N([C@H](C)CO)C[C@@H]1C	14	-2	1	-6	-3.1	0.2	-2	-18
O=C(NCCOc1ccc(Cl)cc1)C1CC(=O)N(c2ccc3c(c2)OCCO3)C1 (configuration not stated)	-20	-6	-1	5	-1.6	-0.1	-1	3
Cc1cc(NS(=O)(=O)c2ccc(NC(=O)/C=C/c3ccccc3)cc2)nc(C)n1	-12	3	3	5	-1.2	0.2	32	-1
O=C(NN1C(=O)c2ccccc2NC1c1cccnc1)c1ccc([N+](=O)[O-])cc1 (configuration not stated)	-11	-8	0	-1	3.9	0.5	4	-1
Cn1c(NCCN2CCCC2)nc2cc(-c3ccccc3)sc2c1=O	52*	19	-7	x	-3.3	0.0	x	u
COC(=O)CCNC(=O)Cn1cnc2sc3c(c2c1=O)CCCC3	-13	6	0	0	-0.9	0.0	2	x
O=C(O)c1cccc(N2C(=O)CSC2c2ccccc2)c1 (configuration not stated)	-9	2	1	-21	1.2	0.0	-1	-10
CC1CCN(S(=O)(=O)c2ccc(Cl)s2)CC1	x	12	x	31	-2.5	x	x	8
